EPAC2 agonist: activates human EPAC2 exchange factor | EPAC2 activation, biochemical qHTS; response scale: 100% = 6.5 mM cAMP response | Potency, µM (doses to about 154 µM), for inactives: at the highest dose activation, actives largely listed as activators | actives 0.079% (n = 360,000); note: potency is the fitted concentration of half-maximal effect; nearly all actives have a fitted effect of over 50% in size
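Exchange assay: 100 nM EPAC2 with 250 nM Rap1B-BODIPY-GDP and 50 uM GDP. Fluorescence (ex 480/em 540 nm) read every 5 min for 30 min at room temperature. Data normalized to 6.5 mM cAMP as agonist control.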
Akt phos inh: blocks phosphorylation of Akt | actives 0.32% (n = 360,000) | Neuro2A IGF-stimulated pAkt S473 HTRF, 20 min; active compounds read low | activity change, % for hits at 50 µM; in the data active = activity change below about -80%; inconclusive = mostly about -51% to -80%; note: % is set by controls: 0 for no effect and ±100 for the full control effect
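Single-point screen (50 µM final compound) in Neuro2A cells stimulated 20 min with 6 nM IGF at 37 deg C. After lysis, Ser473-phosphorylated Akt read by HTRF (ex 330 nm, em 615/665 nm) as the 665/615 ratio.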
PTHR1 agonist: activates the human parathyroid hormone receptor PTHR1; Q03431; HEK293 GP2 PTHR1 cells, GloSensor cAMP luminescence, 1 h; Potency, µM (top dose mostly 115 µM), for inactives: top-dose activation, most hits filed as activators; actives 0.075% (n = 410,000); note: potency is the fitted concentration of half-maximal effect; nearly all actives have a fitted effect of over 55% in size; some results filed as inactive show a strong effect at the top dose; inactives centre near -15; many of its hits are not listed in these tables
Target sequence (Q03431 whole entry, looked up): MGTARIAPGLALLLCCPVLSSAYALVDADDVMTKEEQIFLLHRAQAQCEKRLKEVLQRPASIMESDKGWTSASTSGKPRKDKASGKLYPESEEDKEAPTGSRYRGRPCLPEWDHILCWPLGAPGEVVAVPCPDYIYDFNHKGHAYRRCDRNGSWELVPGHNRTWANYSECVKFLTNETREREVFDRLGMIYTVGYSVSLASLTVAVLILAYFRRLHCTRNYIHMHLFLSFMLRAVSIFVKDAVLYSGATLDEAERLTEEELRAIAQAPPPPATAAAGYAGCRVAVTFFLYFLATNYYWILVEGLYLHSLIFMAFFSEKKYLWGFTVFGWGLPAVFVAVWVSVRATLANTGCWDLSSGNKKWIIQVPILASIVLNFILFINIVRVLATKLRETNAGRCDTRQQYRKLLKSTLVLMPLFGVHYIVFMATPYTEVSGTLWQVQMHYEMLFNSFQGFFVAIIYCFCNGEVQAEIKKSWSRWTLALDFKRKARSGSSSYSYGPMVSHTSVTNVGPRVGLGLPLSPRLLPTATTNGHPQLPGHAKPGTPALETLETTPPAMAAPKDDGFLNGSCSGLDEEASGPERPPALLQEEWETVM
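HEK-293-derived GP2 cells expressing PTHR1 and a GloSensor cAMP reporter, 3,000/well, plated overnight, given luciferin plus IBMX (each 0.5 mM as added) for 1 h at 37 °C, then compound for 1 h at 37 °C. Luminescence was read after 15 min at room temperature.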
EPAC2 antag: blocks human EPAC2 exchange factor; EPAC2 GEF exchange of Rap1B-BODIPY-GDP, fluorescence; Potency, µM (doses to about 114 µM), for inactives: at the highest dose activity, negative = inhibition, usual class: inhibitors; AID 720708; actives 0.18% (n = 360,000); note: potency is the fitted concentration of half-maximal effect; % is set by controls: 0 for no effect and ±100 for the full control effect; nearly all actives have a fitted effect of over 45% in size; many of its hits are not listed in these tables
D3 ag: D3 dopamine receptor (human) agonism; max activation, %; AID 652048; D3R DiscoveRx beta-arrestin cells, luminescence, 90 min; actives 0.58% (n = 410,000); P35462; in the data active = max activation above about 30%; note: 0% is about no effect; mostly tested at two doses, the higher about 12 µM
Target sequence (P35462 whole entry, looked up): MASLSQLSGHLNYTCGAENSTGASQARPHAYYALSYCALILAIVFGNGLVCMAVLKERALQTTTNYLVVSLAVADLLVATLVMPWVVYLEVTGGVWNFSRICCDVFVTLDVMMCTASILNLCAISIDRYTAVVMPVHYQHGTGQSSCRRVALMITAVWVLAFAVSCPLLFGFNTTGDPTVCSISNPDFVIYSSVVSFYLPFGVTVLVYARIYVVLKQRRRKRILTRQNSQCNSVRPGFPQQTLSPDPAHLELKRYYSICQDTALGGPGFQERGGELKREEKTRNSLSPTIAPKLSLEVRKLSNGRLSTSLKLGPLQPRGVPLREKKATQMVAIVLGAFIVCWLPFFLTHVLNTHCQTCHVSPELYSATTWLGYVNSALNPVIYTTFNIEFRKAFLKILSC
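Cells at 1500/well, incubated overnight, then treated with pinned compounds (dopamine as control) for 90 min at 37 degrees C. DiscoveRx reagent added for 30 - 60 minutes at room temperature; luminescence read.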
DRD3 antagonist: D3 dopamine receptor (human) antagonism; P35462; D3R cells, DiscoveRx beta-arrestin luminescence, antagonist mode; active compounds read low; max response, negative = inhibition, %; actives 2.5% (n = 360,000); in the data active = max response below about -50%; inconclusive = no clear call, values can overlap the other calls; note: % is set by controls: 0 for no effect and ±100 for the full control effect; mostly tested at two doses, the higher about 12 µM
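Cells plated overnight at 1500 cells/well, then exposed to library compounds with dopamine controls for 90 minutes at 37 degrees C. DiscoveRx reagent added for 30–60 minutes at room temperature; luminescence read, quantitative HTS format.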
MmCpn inh: blocks the Methanococcus maripaludis chaperonin Mm-Cpn | AID 504842 | Potency, µM (doses to about 76.9 µM), for inactives: top-dose activity, negative = inhibition, hits mostly inhibitors | actives 0.031% (n = 330,000) | purified Mm-Cpn ATPase, ADP Transcreener TR-FRET; note: potency is the fitted concentration of half-maximal effect; % is set by controls: 0 for no effect and ±100 for the full control effect; nearly all actives have a fitted effect of over 80% in size
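Compound-treated chaperonin, 25 nM final, turns over 10 uM ATP at 37°C for 30 min following a 10 min preincubation; ADP generated competes with ADP-d2 for Eu-cryptate antibody, lowering FRET.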
CCT chaperon mod: changes cytosolic chaperonin activity; purified chaperonin ATPase assay, HTRF ADP detection, 30 min; activity change, % (concentration not given with the values), hits read low; actives 0.3% (n = 360,000); AID 651819; in the data active = activity change below about -30%; note: % is set by controls: 0 for no effect and ±100 for the full control effect
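Nucleotide hydrolysis assay: TRiC at 20–40 nM final (set by batch activity) with 10 uM ATP, 30 min at 37 °C, in presence of 76 uM compound. Detection by competitive ADP HTRF, 30 min ambient.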
Starred values were filed as active, the others as inactive; i = inactive; ? = inconclusive; / = no result given; & = joins results of further samples; [ ] = another dose, or the depositor's remark. Unless noted, calls come from the whole dose curve; as a rule, active = well fitted curve in the direction sought with a large enough effect; inconclusive = small, poorly fitted or top-dose-only effect, or another doubt; inactive = no such curve, though single readings can be large; an effect the other way counts as inactive or inconclusive. These rows are one share of the data, so the mix of outcomes need not match the whole.

Each structure is followed by: MmCpn inh, CCT chaperon mod, DRD3 antagonist, Akt phos inh, D3 ag, EPAC2 antag, EPAC2 agonist, PTHR1 agonist
Cc1cccnc1NC(=O)c1ccc(OCC2CCCO2)cc1 (stereo not drawn)
→ 1%, -1.5, -11, i, 1, 5%, 4%, i
CCOc1ccc(CN2CCN(C(=O)c3ccco3)CC2)cc1
→ 2%, 1.2, 0, i, 25, 1%, 9%, -38%[inhibitor]
COc1cccc(NC(=O)COC(=O)c2sccc2C)c1
→ 0%, -2.3, -23, i, -4, -3%, 19%, -13%
COc1ccc(NC(=O)CSc2nnc(-c3cccs3)n2N)c(OC)c1
→ -6%, -2.6, -1, i, 6, 7%, 4%, i
O=C(CCc1ccccc1)NCC(c1ccco1)N1CCc2ccccc21 (stereo not drawn)
→ 2%, -0.1, -9, i, -23, -3%, 14%, -16%
Cc1ccc(C(=O)O)c(C(=O)Nc2nc3ccccc3s2)c1
→ 1%, -1.1, 10, i, 30*, 6%, 2%, i
O=C(COC(=O)C1=COCCO1)Nc1ccc([N+](=O)[O-])cc1C(F)(F)F
→ -1%, -3.3, -3, i, -1, 0%, 4%, -10%
COc1ccc(-c2nc(CN(CC3CCC(=O)N3)C(C)C)c(C)o2)c(C)c1C (stereo not drawn)
→ 1%, 0.1, 4, i, -6, 1%, -5%, i
CCc1cccc(NS(=O)(=O)c2ccc3c(c2)CCC(=O)N3)c1
→ 3%, 1.5, 20, i, 13, 7%, -1%, i
Cc1ccc(-c2csc(-c3ccncc3)n2)cc1
→ -3%, -1.0, 6, i, -1, -2%, 14%, i
COc1ccc(/C=C2\CCCC3C2=NN(C(=O)c2scnc2C)C3c2ccc(OC)cc2)cc1 (stereo not drawn)
→ 0%, 0.3, -22, i, 7, -4%, 10%, -29%[57.5 µM]
COc1cc(-c2coc3c(C(=O)NCc4ccc(C(F)(F)F)cc4)cccc23)ccc1O
→ /, -0.8, -22, i, 2, ?, 0%, -17%
Cc1ccc(-c2nn(C)c(=O)c3ccccc23)cc1CO
→ 0%, -0.7, -50*, i, -2, -6%, 1%, -9%[57.5 µM]
CCn1cc(Br)c(C(=O)NN)n1
→ 1%, -2.0, 2, i, -6, -2%, 8%, 19%[57.5 µM]
Cc1nc2c(C(=O)NCc3ccc4c(c3)OCO4)c[nH]n2c(=O)c1Cl
→ 3%, -2.1, 8, i, 0, ?, 2%, -15%
O=C(O)C1CN(c2nc(Cl)ccc2[N+](=O)[O-])C1
→ -5%, -4.3, -9, i, -2, 0%, 3%, 0%
CN(C)c1ccc(Nc2ncnc3ccc(Br)cc23)cc1
→ -2%, -2.3, 2, i, -2, 6%, 7%, -10%
O=C1COc2ccc(C(=O)COC(=O)Cc3ccccc3F)cc2N1
→ 0%, -2.5, -5, i, -9, -3%, 13%, -32%[inhibitor]
O=C(Cc1ccccc1)Nc1c[nH]c(=O)[nH]c1=O
→ -1%, -0.7, 0, i, -2, 12%, 2%, -24%
COc1ccccc1N1CCN(C(=O)C2CCN(S(=O)(=O)c3ccc(C)cc3)CC2)CC1
→ 0%, -1.4, -3, i, 4, -9%, 4%, -9%

As entered above.
Reading of CCn1cc(Br)c(C(=O)NN)n1 in EPAC2 agonist: 8%
Reading of COc1cc(-c2coc3c(C(=O)NCc4ccc(C(F)(F)F)cc4)cccc23)ccc1O in EPAC2 agonist: 0%

New compounds follow:
Each structure is followed by: MmCpn inh, CCT chaperon mod, DRD3 antagonist, Akt phos inh, D3 ag, EPAC2 antag, EPAC2 agonist, PTHR1 agonist
COc1ccc(NC(=O)COC(=O)[C@@H]2CCCN2C(=O)c2cccs2)cc1
→ -4%, 0.1, 6, i, 2, 6%, 9%, -13%
COc1ccc(C(=O)Nc2cccc(-c3ccc4nncn4n3)c2)cc1OC
→ -2%, -2.5, 1, i, 8, 7%, 2%, -16%
CC(Sc1ncn[nH]1)C(=O)c1c(N)n(C)c(=O)n(C)c1=O (stereo not drawn)
→ 1%, -2.3, -7, i, 3, 4%, 9%, -9%
COc1ccc(C(=O)NCc2nnc(SCC(=O)Nc3cccc(F)c3)o2)cc1
→ 4%, -0.7, 0, i, 6, 1%, -1%, -9%
O=C(Nc1ccn(CCCNCc2ccccc2)c(=O)n1)OCc1ccccc1
→ /, -0.7, 23, i, 0, 2%, 11%, -17%
O=S(=O)(/N=C(/c1ccccc1)N1CCOCC1)c1ccc(Br)cc1
→ -1%, -0.7, 5, i, 1, -4%, 6%, i
CC(Oc1ccccc1)C(=O)NC1=NCCS1 (stereo not drawn)
→ -11%, -1.8, -23, i, -6, -8%, 1%, ?
Cc1ccc(S(C)=O)cc1-n1c(=O)n(Cc2ccccc2)c(=O)c2[nH]cnc21 (stereo not drawn)
→ 1%, -1.5, -104*, i, -31, -8%, 11%, -10%
Cc1cc2c(c(=O)n1CCN(C)C)C(c1ccc(Br)cc1)C(C#N)=C(N)O2 (stereo not drawn)
→ 1%, -2.3, -7, i, 3, 6%, -10%, -18%[57.5 µM]
Nc1nc(Nc2ccccc2)nc2ccccc12
→ 1%, -1.9, -2, i, -4, -4%, -7%, -16%
CN(C)S(=O)(=O)c1ccc(N2CCCC2)c(C(=O)OCC(=O)N2CCN(c3ccccc3)CC2)c1
→ 0%, -0.6, -1, i, -3, -2%, -3%, i
COC(=O)CC1(C(=O)OC)Nc2cc(Cl)c(Cl)cc2S(=O)(=O)N1O (stereo not drawn)
→ /, -2.5, ?, i, -5, 3%, 15%, -11%
O=C(c1ccc(Cl)cc1)C1CCN(C(=O)c2ccc(F)cc2)CC1
→ 1%, -3.1, 2, i, 1, -5%, 4%, -30%
C/C(=N\NC(=O)C(=O)Nc1cccc(Cl)c1C)c1ccncc1
→ -3%, 1.3, 27, i, 3, 4%, 8%, i
CC(=C\c1ccccc1)/C=C1/SC(=S)N(C(C(=O)O)C(C)C)C1=O (stereo not drawn)
→ -10%, -1.4, -18, i, -7, ?, -1%, i
COC(=O)C(Cc1cncn1COCc1ccccc1)NC(=O)OC(C)(C)C (stereo not drawn)
→ -1%, 0.9, -14, i, 4, -5%, 9%, -22%
Cc1cccc(NC(=O)c2cccc(OC(=S)N3CCOCC3)c2)c1
→ -2%, 1.0, 12, i, 22, 6%, 11%, -26%
COc1ccc(C(C(=O)NCc2ccccc2)N(Cc2ccco2)C(=O)c2snc(C(N)=O)c2N)cc1 (stereo not drawn)
→ 2%, 0.1, 13, i, 0, -18%, 9%, -6%
CCOC(=O)c1ccc(OCCOc2cccc(C)c2)cc1
→ 2%, 0.1, 20, i, 9, -5%, 12%, i
CCc1nonc1NC(=O)c1oc2ccc(Br)cc2c1C
→ -6%, -1.7, 28, i, 2&6, 2%, 7%, -11%
CC[C@@H](NCCCn1ccc(NC(=O)OCc2ccccc2)nc1=O)c1ccccc1
→ /, 0.3, 9, i, -1, 8%, 1%, i
COc1ccc(OC)c(C(=O)C(=O)c2cc(OC)ccc2OC)c1
→ /, 2.5, -12, i, -1, -5%, 2%, -30%
CCN1CCN(c2c(Cl)cccc2NC(=O)c2ccc3c(c2)OCCO3)CC1
→ 0%, -6.4, -20, i, 3, 1%, -9%, i
CCOC(=O)C[C@@H]1OC[C@H](C(C)C)N1S(=O)(=O)c1ccc(C)cc1
→ /, /, -18, i, -5, -15%, 12%, -1%
COc1ccc(CNC(=O)C(C)Sc2ccc(S(=O)(=O)N3CCOCC3)cn2)cc1 (stereo not drawn)
→ -3%, 1.4, -20, i, -1, 12%, -7%, i
COc1cc(COc2ccc3c(C)c(CCC(=O)O)c(=O)oc3c2)cc(OC)c1OC
→ 0%, -3.7, -1, i, -13, -4%, 12%, i
Cc1cccc(C)c1C(O)c1ncc(-c2cccc(F)c2)[nH]1 (stereo not drawn)
→ /, -0.4, 0, i, 2, 2%, 8%, -8%
CNC(=O)c1sccc1SCc1c(Cl)cccc1Cl
→ 1%, 0.7, 19, i, 5, 9%, 5%, -10%[57.5 µM]
Cc1cc(C)n2nc(SCCOc3ccc(F)cc3)nc2n1
→ 2%, -2.5, 5, i, 17, -3%, 1%, i
S=c1[nH]nc(-c2cccc(Cl)c2)n1CCN1CCCCC1
→ 2%, -3.1, -18, i, -7, 4%, 10%, i
COc1ccc(Nc2nc(NCCN3CCOCC3)nc(Nc3ccc(OC)cc3)n2)cc1
→ 0%, -0.4, 8, i, 3, -6%, -2%, -17%
Cc1ccc2oc(=O)c(/C=C(\O)c3cccs3)nc2c1
→ -2%, -2.1, -9, i, -4, 98%[activator], 63µM*, i
COc1ccc(CNC(=O)Cn2cnc3c(SC)nc(N)nc32)cc1
→ -2%, -1.0, 23, i, 5, 3%, 2%, -39%[inhibitor]
COc1ccc(C)cc1NC(=O)CCCN1C(=O)C2CC=CCC2C1=O (stereo not drawn)
→ -2%, 0.4, -10, i, 0, -2%, 16%, -34%[inhibitor]
Cc1nnc(SCC2=C(C(=O)O)N3C(=O)[C@@H](NC(=O)Cn4cnnn4)[C@H]3SC2)s1
→ -14%, -4.4&-0.9, -23&0, i, -26&-10&-17, 1%&9%, 0%&1%, -23%&-27%
CCC(=O)Nc1cc(-c2nnc(OC)c3ccccc23)ccc1N1CCOCC1
→ 1%, 3.3, 0, i, 3, -3%, -7%, i
CCOC(=O)c1sc2cc([N+](=O)[O-])cc(SCCO)c2c1N
→ ?, -0.6, -15, i, 7, 2%, -3%, i
CCOc1ncccc1C(=O)Nc1ccc2c(c1)OCCO2
→ 1%, 0.1, 7, i, 19, -2%, -2%, i
O=C(O)CC1S/C(=N\N=C2CCCCCC2)N(c2ccccc2)C1=O (stereo not drawn)
→ 1%, 1.1, 11, i, 8, -6%, -7%, -2%
Cc1ccccc1CSCCNS(C)(=O)=O
→ 0%, -1.1, -29, i, -3, -2%, 0%, -7%[57.5 µM]
CCc1nonc1NC(=O)COc1cc(C)c(Cl)c(C)c1
→ -1%, -1.4, -3, /, -5, 21%, 3%, 6%
CCN(CC)c1ccc(NC(=O)OC)cc1
→ -7%, -5.1, 12, i, 2, 5%, 7%, i
Cc1ccc(Cn2c(=N)n(CC(O)c3ccco3)c3ccccc32)cc1 (stereo not drawn)
→ -1%, 0.3, -9, /, -11, 6%, ?, i
Oc1ccc(N2CCN(C(=S)NCCc3ccccc3)CC2)cc1
→ -1%, -0.2, -21, i, -1, -10%, 0%, i
Nc1ccc(-n2nncc2-c2ccc(Cl)cc2)cc1
→ 1%, -0.6, -10, i, 1, 2%, 3%, -11%[57.5 µM]
CCCNC(=O)C(=O)NCCC1=CCCCC1
→ 0%, -3.2, 3, i, 0, 3%, 0%, i

Screening results: PubChem, National Center for Advancing Translational Sciences (NCATS)
